M1AAP inhibition: P. falciparum M1AAP inhibitors, biochemical, fluorogenic H-Leu-NHMec substrate, 1536-well (AID 1445) | Aminopeptidase N (Plasmodium falciparum (isolate 3D7)) | recombinant M1AAP, H-Leu-NHMec fluorogenic kinetic assay; higher % means a stronger effect | one-dose inhibition, % at 30 µM; IC50 in µM for titrated hits | 0.42% of 220,000 active;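 active means primary inhibition above the hit cutoff, then over 50% inhibition at one or more dose response concentrations, cut at about 23% in these data, passing the limit was not always enough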;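 further: plate controls were DMSO full reaction for no effect and no enzyme background for full effect; strong numbers were not always called active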
P. falciparum M17LAP: P. falciparum M17LAP inhibitors, primary screen, biochemical, fluorogenic H-Leu-NHMec substrate, 1536-well (AID 1619); recombinant M17LAP, H-Leu-NHMec fluorogenic kinetic assay; higher % means a stronger effect; Leucine aminopeptidase (Plasmodium falciparum (isolate 3D7)); inhibition, % at 30 µM; hits with a dose series show IC50 in µM; 0.38% of 220,000 active;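 active means compound inhibiting the enzyme by more than half at any dose during confirmatory dose-response retesting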;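 further: plate controls were full reaction with DMSO carrier for no effect and no enzyme background for full effect; strong numbers were not always called active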
T cell modulator: modulators of CD8 T cell-vesicle binding, primary screen, mouse 2C CD8+ T cells, flow cytometry; 2C CD8+ T cell-vesicle binding; stronger effect = lower value; calls only at 7 µM; 0.068% of 330,000 active;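 active means response, share of CD8 T cells binding vesicles, and their 90th percentile fluorescence all below set limits, cut at about 80% in these data, passing the limit was not always enough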
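Assay system – 2C mouse CD8+ T cells · Also added – QL9-loaded Drosophila micro-vesicles · Timing – Cell–vesicle co-incubation 1.5 h at 37 °C, staining 20 min on ice · Signal – flow cytometry of vesicle-bound cells · Measure – percent CD8+ FL2 mean versus row control · Controls – Peptide-free naked vesicles (low) and QL9 vesicles with 0.7% DMSO vehicle (high)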
MT stabilizer: microtubule stabilizers in HeLa cells, primary screen, imaging, high-content imaging. HeLa tubulin immunostaining HCS, 24 h; share of cells brighter than vehicle mean+2SD. % tubulin-high responders, % at 10 µM. 0.83% of 200,000 active;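 active means plate Z-score above 3 for both tubulin-high and condensed-nucleus cell shares, with cell loss under 80%, at 10 µM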;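 further: anti alpha tubulin signal scored within the nucleus-defined area of each cell; some results filed as inactive read as strong as hits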
b-catenin transl: modulators of beta-catenin nuclear translocation, primary screen, imaging, HeLa cells, immunofluorescence, high-content; 0.3% of 190,000 active; AID 1665, 2009; nuclear translocation activity, % at 5 µM;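 active means nuclear translocation activity above 50% at 5 µM, with a well cell count of 50 or more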;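 further: per-cell ratio of nuclear to cytoplasmic median beta-catenin stain intensity; plate controls were DMSO negative control for no effect and GSK-3 inhibitor IX positive control for full effect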
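Read-out: Nuclear/cytoplasmic beta-catenin signal ratio, % activation | Assay system: Human HeLa cell line | Times: 24 h compound exposure at 37°C, 5% CO2 | Signal: Fluorescence imaging of beta-catenin antibody stain plus DAPI | Dosing: 5 µM primary, 0.02–20 µM confirmation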
Dynein transport: inhibitors of GR-EGFP nuclear translocation, primary screen, dynein cargo transport inhibitor project, imaging, high-content, 3617.4 mouse cells. test concentration mostly 20 µM; stimulated with dexamethasone, 1 µM; stronger effect = lower value. AID 1381, 2008. 0.47% of 220,000 active. z-score, hits read low;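 active means plate z-score of nuclear minus cytoplasmic receptor signal below a set negative limit, without overly bright fluorescence or cell loss, cut at about -3.5 in these data, passing the limit was not always enough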;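 further: z-score of nuclear minus cytoplasmic ring GR-EGFP intensity difference per well; some compounds called inactive have numbers as strong as hits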
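Buffer or medium: tet-free medium with charcoal-stripped serum / Also added: dexamethasone agonist, 1.0 µM final, for 30 min / Timing: induction 48 h, compound 1 h, agonist 30 min / Measured by: high-content fluorescence imaging after fixation / Read-out: nuclear-to-cytoplasmic GR-EGFP distribution per well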
Autophagy mod: autophagy modulators in MEF cells, primary screen, imaging, high-content, MEF GFP-LC3. calls only at 10 µM (by protocol). MEF GFP-LC3 puncta imaging; test concentration mostly 10 µM. 0.98% of 190,000 active;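 active means percentage of spot-positive cells more than 3 SD above its plate mean, without a fluorescence outlier flag or 80% toxicity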;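 further: spot-positive cell cutoff set from DMSO-treated cells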
WT yeast gro inh: growth inhibition of WT strain, primary screen, mitochondrial fusion inhibitor project, WT and mutant strains, chemical genetic | 2.1% of 190,000 active | inhibition, % at 10 µM | mitochondrial fusion phenotypic screen | AID 1362, 2008; in the data active means inhibition above about 58%; tested in S. cerevisiae
Yfh1-off respiration: enhancers of respiration in Yfh1-depleted yeast, dose response, Friedreich's ataxia, plus single-dose screen (AID 1465); 0.074% of 220,000 active; one-dose fold induction at 50 µM; EC50 in µM for titrated hits; S. cerevisiae Yfh1-off respiration, WST-1 reduction, 72 h; higher fold induction means a stronger effect;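 active means fold induction of absorbance versus untreated yeast above a set limit, then at least 30% activation at any dose in follow-up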;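 further: activators that raise dye reduction in frataxin-depleted yeast; strong numbers were not always called active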
WT yeast gro inh mutant strain: further read-out of WT yeast gro inh, marked with its call; inhibition, %; mitochondrial fusion phenotypic screen, mutant strain inhibition
Dynein transport cytoplasmic EGFP: also measured in Dynein transport; calls as there; z-score; measured here: cytoplasmic GR-EGFP intensity; stronger effect = higher value
Dynein transport nuclear GR-EGFP: also measured in Dynein transport; calls as there; z-score; measured here: nuclear GR-EGFP intensity;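 lower value marks the stronger effect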
Dynein transport cell count: second read-out of Dynein transport, no call of its own (marks repeat the call); z-score; measured here: cell count per field
b-catenin transl cell count 5 µM: further read-out of b-catenin transl, marked with its call; cell count; measured here: cell count, cytotoxicity flag
T cell modulator vesicle-bound %: further read-out of T cell modulator, marked with its call; double positive events, %; measured here: CD8+ vesicle-bound cell fraction;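 binding gate set so that unloaded-vesicle control wells show 10% double positive cells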
MT stabilizer Hoechst-high %: second read-out of MT stabilizer, no call of its own (marks repeat the call); % Hoechst-high responders; measured here: nuclear condensation Hoechst responders;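 share of cells brighter than vehicle mean plus two SD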
MT stabilizer cytotoxicity %: also measured in MT stabilizer; calls as there; toxicity, %; measured here: cytotoxicity by cell density;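 0% = mean cell density of plate MIN control wells and 100% = no cells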
Autophagy mod cell loss 18 h: further read-out of Autophagy mod, marked with its call; toxicity, %; measured here: cell loss, nuclei count;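 cell loss after 18 h compound exposure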
Starred values were filed as active, the others as inactive; i = inactive; . = no result given; + = active, no number.

SMILES	b-catenin transl cell count 5 µM	T cell modulator	WT yeast gro inh mutant strain	MT stabilizer cytotoxicity %	M1AAP inhibition	Autophagy mod cell loss 18 h	Yfh1-off respiration	T cell modulator vesicle-bound %	Dynein transport	MT stabilizer	Dynein transport nuclear GR-EGFP	b-catenin transl	WT yeast gro inh	P. falciparum M17LAP	Autophagy mod	Dynein transport cytoplasmic EGFP	MT stabilizer Hoechst-high %	Dynein transport cell count
CCc1ccccc1OCCCOc1ccc(OC)cc1	1407	i	9	9.8	-6%	-18	i	22	0.72	3.5	0.96	-0.3	7	-5%	i	-0.2	2.7	-0.62
COc1ccc(CCNC(=O)CSc2nc(O)c(C(C)C)c(=O)[nH]2)cc1OC	1228	i	3	7.5	2%	28	i	16	-0.37	2.8	-0.42	-0.9	3	10%	i	-0.24	1.4	-0.22
COc1ccc(OC)c(N(CC(=O)N2CCN(c3cc(Cl)ccc3C)CC2)S(C)(=O)=O)c1	.	i	-11	7.6	14%	34*	i	19	0.67	3.3	0.35	.	4	9%	+	-0.2	2.2	1.3
COC(=O)c1ccc(C23CC4(C2)[C@H](CN(Cc2ccc(-c5ccccc5)cc2)[C@@H]4c2ccccc2)C3c2ccc(C(F)(F)F)cc2)cc1 (stereo partly specified)	1329	i	.	.	6%	.	i	18	-0.68	.	-0.3	-1.1	.	-10%	.	-0.072	.	0.059
CC(C)C[C@H](NC(=O)Nc1cccc(Cl)c1)C(=O)O	1001	i	1	7.4	6%	-5	i	38	-0.059	5.4	0.32	-3.9	-1	21%	i	-0.1	3.0	-0.13
O=C(O)c1ccc(/C=N/NC(=O)c2ccc(NS(=O)(=O)c3cccs3)cc2)cc1	1356	i	.	.	10%	.	i	61	-0.4	.	0.28	0.1	.	15%	.	2.3	.	-0.35
Cc1cccc(C)c1NC(=O)CN1C(=O)S/C(=C\c2cccn2-c2cccc(C(=O)O)c2)C1=O	1366	i	35	8.7	9%	5	i	16	-0.26	2.6	-0.29	-2.0	-17	41%	i	-0.21	1.9	0.25
COC(=O)c1ccc(C2C(Oc3ccc(OC)cc3)C(=O)N2CCc2ccc(OC)c(OC)c2)cc1 (stereo unspecified)	1169	i	-4	2.2	-2%	13	i	42	0.42	1.1	0.4	-0.4	9	-10%	i	-0.19	2.3	0.026
CCn1c(SCC(=O)Nc2ccc(N(C)C)cc2)nnc1-c1cccc(C)c1	911	i	42	0.6	12%	18	i	47	-0.22	5.9	-0.48	-1.1	7	18%	i	-0.11	1.6	1.3
O=C(c1ccc(Oc2ccccc2)cc1)c1nc2c(n1O)CCCC2	.	i	18	8.8	9%	5	i	13	-0.2	1.3	-0.2	.	27	21%	i	0.95	2.1	-0.18
COCCSc1nnc(NC(=O)c2ccc(NC(C)=O)cc2)s1	945	i	-23	2.4	.	-8	i	2	-0.14	1.8	0.24	-1.9	-16	.	i	0.38	0.7	0.26
CC(C)c1nnc(NC(=O)CCN2C(=O)c3ccccc3C2=O)s1	977	i	4	9.0	2%	11	i	35	-1.4	2.3	-0.59	1.2	16	-8%	i	-0.22	1.7	1
O=C(O)CSc1nnnn1C1CCCCC1	956	i	-4	4.2	-1%	2	i	43	0.52	2.3	0.32	-0.4	-5	-4%	i	0.011	0.8	0.67
CCOC(=O)c1ccc(NC(=S)Nc2ccc(Cl)cn2)cc1	971	i	19	0.6	0%	26	i	3	-0.97	3.1	-0.3	1.2	23	2%	i	-0.3	1.9	0.6
O=C1CCc2cc(S(=O)(=O)NC(C(=O)N3CCN(c4ccccn4)CC3)c3ccccc3)ccc2N1 (stereo unspecified)	1156	i	7	5.8	12%	-4	i	54	-0.33	3.3	-0.067	-1.3	-4	2%	i	-0.31	3.2	0.9
CC(C)CN1CCN(Cc2cccn2-c2ccc(Cl)cn2)CC1CCO (stereo unspecified)	970	i	2	3.3	1%	5	i	4	-0.78	5.3	-0.22	1.2	-8	5%	i	-0.26	1.6	0.59
CC(=O)Nc1ccc(S(=O)(=O)N2CCN(Cc3cccnc3)CC2)cc1	1266	i	-15	11	0%	-2	i	39	1.9	2.1	1.1	0.5	-16	20%	i	-0.19	1.9	-0.43
CCOC(=O)COc1ccc(C(=O)CC)cc1OC	1086	i	-10	3.7	-1%	-15	i	45	0.57	1.0	1.1	-4.4	-8	4%	i	-0.29	1.6	-0.76
CCOc1ccccc1NC(=O)CCC(=O)Nc1ccc2nc(N3CCN(C)CC3)cc(C)c2c1	1311	i	-5	5.8	7%	1	.	57	-0.54	1.7	-0.24	0.0	19	-19%	i	-0.22	1.9	1.1
Cc1cc(C)n(-c2ccc(C(=O)OCC(=O)Nc3ccc([N+](=O)[O-])cc3)cc2)n1	841	i	2	2.9	5%	1	i	25	1.6	3.4	0.83	-0.6	10	-14%	i	-0.068	2.0	-1.1
CCOC(=O)c1c(NC(=O)c2ccno2)c2cc([N+](=O)[O-])ccc2n1C	1066	i	.	.	-3%	.	i	46	1.2	.	0.4	-0.9	.	-1%	.	-0.23	.	0.03
CC(OC(=O)CN1C(=O)C2C3C=CC(C4CC34)C2C1=O)C(=O)c1ccccc1 (stereo unspecified)	1339	i	.	.	6%	.	i	28	0.38	.	0.097	-1.0	.	12%	.	-0.25	.	-0.42
O=C(C1CC(=O)N(C2CCCCC2)C1)N1CCc2ccccc21 (stereo unspecified)	1019	i	4	5.8	-1%	-2	i	58	0.12	1.4	-0.21	-0.9	-9	4%	i	-0.22	1.4	0.33
CCOC(=O)CCCNC(=O)COC(=O)/C=C/c1ccc2c(c1)OCO2	1053	i	2	12	-5%	2	i	4	-0.36	3.6	0.046	-1.1	-5	-4%	i	-0.33	4.6	1.3
O=C(C1CCCCC1)N(Cc1nc2sc3c(c2c(=O)[nH]1)CCCC3)Cc1cccs1	1005	i	27*	12	7%	16	i	48	-0.98	5.1	-0.44	-3.7	59*	-17%	i	-0.3	3.4	0.93
CCN(CC)CCC(=O)c1ccc(F)cc1	983	i	-2	14	.	-15	i	2	0.54	3.5	0.88	-3.1	10	.	i	0.32	1.2	-1.6
COc1ccc(C2C(C(=O)Nc3ccc4c(c3)OCCO4)c3ccccc3C(=O)N2C)cc1 (stereo unspecified)	983	i	-20	21	11%	0	i	54	-0.46	0.5	-0.24	1.0	-10	-5%	i	-0.21	1.8	0.3
Cc1nnc(NC(=O)CSc2nc3c(c(=O)n2C)SC(C)C3)s1 (stereo unspecified)	1133	i	3	5.0	1%	.	i	30	-0.22	6.9	-0.033	-0.7	10	5%	.	-0.26	1.3	0.29
O=C(c1cc(Sc2cccc(Cl)c2)nc2ccccc12)N1CCN(c2ccccn2)CC1	869	i	0	5.4	2%	21	i	18	-0.53	1.9	-0.41	2.0	36	6%	i	-0.23	1.6	0.77
